GSH bead fluor = GSH bead compound fluorescence profile. AID 1776. hit rate 0.25% among 190,000. fluorescence (KMESF) at 10 µM. GSH beads flow cytometry, compound fluorescence 488/530 nm; active compounds read high; in the data active means fluorescence above about 89;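 further: glutathione beads carrying GST-tagged Bcl family fusion proteins plus one bare bead set; values are compound well signal with DMSO vehicle wells as background; inactives centre near 16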
Cdc42 wt GTP = modulators (inhibitors or activators) of GTP binding to human Cdc42 wildtype; P60953; GST-Cdc42 beads, Bodipy-GTP binding, flow cytometry; actives lie on both sides; percent activity (GTP binding), % at 10 µM; hit rate 0.2% among 190,000;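 active means percent activity GTP binding at least 20 points away from the 100% baseline, either down as inhibitor or up as activator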;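 further: median bead fluorescence of bound Bodipy-FL-GTP at 100 nM; 0% = excess unlabeled GTP control and 100% = no compound control; below 100% means less GTP binding so inhibitor and above means activator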
Target sequence (P60953 whole entry, looked up): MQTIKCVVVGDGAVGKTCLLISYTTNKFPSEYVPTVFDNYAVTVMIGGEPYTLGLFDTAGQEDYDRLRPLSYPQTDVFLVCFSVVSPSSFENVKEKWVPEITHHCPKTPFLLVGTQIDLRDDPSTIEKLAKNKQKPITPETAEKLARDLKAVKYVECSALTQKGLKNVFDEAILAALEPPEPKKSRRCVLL
Avidin bead fluor = avidin bead compound fluorescence profile; hit rate 0.38% among 220,000; Avidin beads, compound fluorescence 488/530 nm, flow cytometry; active compounds read high; AID 1775; fluorescence (KMESF) at 10 µM; in the data active means fluorescence above about 47; further: inactives centre near 10
Rac1 mut GTP = modulators of GTP binding to human Rac1 activated mutant; P63000; GST-Rac1 activated beads, fluorescent GTP binding, flow cytometry; actives lie on both sides; 100% means binding = to untreated wells; percent activity (GTP binding), % at 10 µM; hit rate 0.11% among 190,000; AID 764;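 active means GTP binding at least 20 percentage points away from the 100% baseline, in either direction, so actives lie on both sides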
HRas wt GTP bind = modulators of GTP binding to human HRas wildtype. AID 759. P01112. GST-Ras wt beads, Bodipy-FL-GTP binding, flow cytometry; actives lie on both sides. GTP binding activity, % at 10 µM. hit rate 0.14% among 190,000;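 active means GTP binding activity at least 20% away from the 100% baseline, either lowered as inhibitor or raised as activator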;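 further: 0% = unlabeled GTP competition control and 100% = no-compound control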
Target sequence (P01112 whole entry, looked up): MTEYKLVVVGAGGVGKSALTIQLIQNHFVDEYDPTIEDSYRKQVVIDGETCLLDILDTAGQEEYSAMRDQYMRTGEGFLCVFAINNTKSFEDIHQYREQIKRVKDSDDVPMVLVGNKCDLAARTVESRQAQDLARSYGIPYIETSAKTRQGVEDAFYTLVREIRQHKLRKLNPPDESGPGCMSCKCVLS
Rac1 wt GTP bind = human Rac1 wildtype GTP binding, inhibitors and activators; P63000; GST-Rac1 beads, fluorescent GTP binding, flow cytometry; actives lie on both sides; 0 = cold GTP competed, 100 = untreated; GTP binding activity (% of control), % at 10 µM; hit rate 0.27% among 190,000;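 active means GTP binding activity at least 20 points away from the 100% control level, either lower or higher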
Rab7 wt GTP bind = alters GTP binding to wildtype dog Rab7; hit rate 0.055% among 190,000; GTP binding activity (percent of control), % at 10 µM; GST-Rab7 beads, fluorescent GTP binding, flow cytometry; actives lie on both sides; untreated = 100%, excess cold GTP = 0%;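 active means fluorescent GTP binding to Rab7 beads changed by at least 20 points from the 100% baseline, either direction, mostly lower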;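 further: median green fluorescence of bound Bodipy-FL-GTP per Rab7 bead population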
ABCB1 inh = inhibitors of human ABCB1 transporter, ABCG2 counter-screen; CCRF-Adr cells, JC-1 efflux, flow cytometry; P08183; AID 1326; hit rate 0.067% among 190,000; inhibition, % at 6.6 µM; in the data active means inhibition above about 40%;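 further: 0% = vehicle and 100% = reference inhibitor; higher value means more JC-1 retained so stronger ABCB1 efflux block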
Rab2 wt GTP = changes GTP binding to wildtype dog Rab2A, up or down. GST-Rab2 wt beads, Bodipy-GTP binding, flow cytometry. GTP binding activity, % at 10 µM. hit rate 0.19% among 190,000. AID 760;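 active means GTP binding activity at least 20 points away from 100%, either lowered or raised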;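 further: 0% = beads with excess unlabeled GTP and 100% = no-compound control corrected for plate trend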
Pf gamet viab = kills late stage P. falciparum gametocytes; P. falciparum stage V gametocytes, ATP luminescence, 24 h; inhibition, % at 10.9 µM; hit rate 0.065% among 150,000;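 active means inhibition above the mean plus 3 SD of compounds within the control limits, set per campaign, cut at about 38% in these data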;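 further: 0% = DMSO wells and 100% = medium only without gametocytes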
ABCG2 block = blocks JC-1 efflux by human ABCG2 transporter; Q9UNQ0; hit rate 0.1% among 190,000; IgMXP3 cells, flow cytometry; inhibition, % at 6.6 µM;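 active means inhibition above 80%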;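 further: 0% = DMSO and 100% = nicardipine control wells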
Target sequence (Q9UNQ0 whole entry, looked up): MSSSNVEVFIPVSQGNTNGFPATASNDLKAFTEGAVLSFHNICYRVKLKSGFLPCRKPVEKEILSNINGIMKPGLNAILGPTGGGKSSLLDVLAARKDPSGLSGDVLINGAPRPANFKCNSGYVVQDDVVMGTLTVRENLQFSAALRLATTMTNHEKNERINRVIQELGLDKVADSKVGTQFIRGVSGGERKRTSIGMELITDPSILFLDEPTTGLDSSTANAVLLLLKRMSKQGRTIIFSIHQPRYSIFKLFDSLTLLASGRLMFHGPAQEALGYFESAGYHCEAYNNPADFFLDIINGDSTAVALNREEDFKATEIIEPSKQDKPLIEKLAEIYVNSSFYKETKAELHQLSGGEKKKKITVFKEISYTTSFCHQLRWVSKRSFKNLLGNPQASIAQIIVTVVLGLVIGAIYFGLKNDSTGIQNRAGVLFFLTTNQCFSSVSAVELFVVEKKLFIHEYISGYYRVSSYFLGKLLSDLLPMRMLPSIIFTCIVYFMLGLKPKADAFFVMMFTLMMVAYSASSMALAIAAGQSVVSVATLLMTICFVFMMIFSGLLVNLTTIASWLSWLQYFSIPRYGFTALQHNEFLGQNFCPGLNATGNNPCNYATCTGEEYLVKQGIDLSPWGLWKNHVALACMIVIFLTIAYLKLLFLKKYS
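Test system: IgMXP3 (ABCG2) plus far-red-tagged CCRF-Adr (ABCB1) cells. Reagent: JC-1 dye as substrate. Timing: 10 min exposure at 25 °C with rotation, no wash. Measured by: flow cytometric JC-1 green MFI at 530 nm. Read-out: percent efflux inhibition, scaled nicardipine 100% to DMSO 0%. Control set: nicardipine and DMSO wells.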
The depositor's hits bear a star; . = not tested or not shown; & = joins results of further samples.

SMILES	GSH bead fluor	Cdc42 wt GTP	Avidin bead fluor	Rac1 mut GTP	HRas wt GTP bind	Rac1 wt GTP bind	Rab7 wt GTP bind	ABCB1 inh	Rab2 wt GTP	Pf gamet viab	ABCG2 block
CN1CCN(c2nc3ccccn3c(=O)c2C=C2C(=O)N(C)C(=O)N(C)C2=O)CC1	15	102	18	101	102	102	99	-0.1	100	.	-1
O=C1NC(=O)N(CCC2=CCCCC2)C(=O)/C1=C\c1cccs1	3	97	11	95	99	102	98	-1.8	96	2	-9
CC12CN3CC(C)(CN(C1)C31CCSCC1)C2=O	34	98	28	100	100	100	97	0.1	97	.	0
CCCC(C)C1(CC)C(=O)NC(=Nc2ccccc2OC)NC1=O (stereo unspecified)	4	100	7	100	98	102	98	0.1	98	-4	1
O=C(C1CCC(=O)N1Cc1ccc(F)cc1)N1CCC2(CC1)OCCO2 (stereo unspecified)	27	101	9	99	102	100	101	0.3	102	.	1
CN(C)C(=O)Oc1c(Cl)cc(Cl)c2cccnc12	27	99	10	96	98	98	98	0.0	100	-23	1
Cc1nn(Cc2ccccc2)c(C)c1C(=O)NC1CCCc2ccccc21 (stereo unspecified)	15	103	26	99	98	104	98	1.2	97	-3	8
CC(=NCC1CCCO1)c1c(O)n(C)c(=O)n(C)c1=O (stereo unspecified)	10	100	7	98	100	99	94	0.6	96	4	3
CN(C)C(CNC(=O)Cc1c(Cl)cccc1Cl)c1ccccc1 (stereo unspecified)	16	93	11	95	93	96	96	-0.3	92	15	-4
COC(=O)CSC1=NP(=S)(SCC(=O)OC)N2CCCC2=C1C#N (stereo unspecified)	20	104	5	101	102	101	95	0.4	101	-4	1
CCc1ccc(OCC(=O)N2CCN(Cc3ccc4c(c3)OCO4)CC2)cc1	28	93	9	96	99	97	105	1.0	96	-9	3
Cn1c(=O)cc(OCC(=O)N2CCN(C3CCCCC3)CC2)c2ccccc21	25	100	6	96	99	99	101	0.3	98	.	1
COc1ccc(C)cc1NC1=NCCCS1	75	99	12	98	101	102	105	0.3	97	.	1
C[N+](C)(C)c1ccccc1	14	98	12	97	99	100	99	0.1	98	.	-2
O=C(NCCCn1ccnc1)C(Cl)(Cl)Cl	9	96	11	98	101	100	106	1.6	101	-10	7
O=C1NC(c2cccnc2)Nc2sc3c(c21)CCCC3 (stereo unspecified)	29	99	4	98	99	100	101	1.5	100	.	2
Cc1ccc(-n2c(O)c(C=NCCN(C)C)c(=O)[nH]c2=O)cc1	25	100	3	96	100	104	102	0.8	99	3	4
O=C(Nc1ccc(Cl)cc1C(=O)c1ccccc1)c1ccco1	20	110	33	105	110	111	106	0.4	104	.	3
O=c1[nH]c(=O)n(CCC2=CCCCC2)c(O)c1C=NCCN1CCNCC1	33	102	15	100	103	102	101	0.1	100	.	2
CC(C)(C)c1ccc(O)c(CN2CCN(c3ccccc3)CC2)c1	30	94	14	96	95	96	99	0.4	95	11	5
N#CCN1CCN(c2ccc(C(F)(F)F)cc2)CC1	8	101	4	100	99	105	101	0.5	98	14	4
CCCCOc1ccc(CN2CCN(CCO)CC2)cc1	30	102	12	98	100	102	99	0.6	98	.	0
CCCCn1c(O)c(C(C)=NC(Cc2c[nH]c3ccccc23)C(=O)OC)c(=O)[nH]c1=O (stereo unspecified)	34	102	15	98	102	108	103	1.2	102	.	4
Cn1ccnc1P(=S)(c1nccn1C)c1nccn1C	18	102	14	99	101	103	101	0.1	99	-5	1
COc1ccc(NC(=O)N2CCC3(CC2)OCCO3)cc1OC	19	100	3	99	102	103	98	-0.9	99	.	2
Cc1cc(C)cc(NC(=S)NC2CC3CCCC(C2)N3Cc2cccs2)c1 (stereo unspecified)	23	107	12	101	105	103	102	1.3	106	.	2
CCN(CC)c1ccc(CNCCc2ccc(F)cc2)cc1	20	96	11	97	95	99	95	1.3	96	-9	3
CCn1ccnc1CN1CCCC(C(=O)c2ccc(SC)cc2)C1 (stereo unspecified)	17	100	6	99	98	102	102	1.2	98	18	0
CCOC(=O)[C@@]1(C#N)C(c2ccc(Cl)c(Cl)c2)[C@H](C(N)=O)N2C=C(C(C)=O)C=C[C@H]21 (stereo partly specified)	26	105	34	100	101	103	102	0.3	102	1	0
CC1CCCC(C2(O)C(=O)Nc3ccccc32)C1=O (stereo unspecified)	25	104	5	100	102	104	102	0.6	102	-11	1
CCC[N+]12CCC(CC1)C(=C(c1ccccc1)c1ccccc1)C2	13	108	12	101	103	107	101	0.0	104	9	-1
Cc1cccc(OCC(=O)N2CCN(Cc3ccc4c(c3)OCO4)CC2)c1	13	97	13	94	94	92	95	-1.0	100	12	-2
CCn1cc(C(=O)c2cccs2)c2ccccc21	11	101	10	100	102	102	98	-3.9	103	.	-3
O=c1cccc2n1CC1CC2CN(c2nc(N3CCCCC3)nc(N3CCCCC3)n2)C1 (stereo unspecified)	13	94	9	95	92	99	90	1.1	94	-16	1
Cn1c(=O)cc(OCCCC(=O)N2CCC3(CC2)OCCO3)c2ccccc21	24	101	25	99	99	103	100	0.2	101	.	9
O=C(COc1ccccc1)N1CCN(Cc2c[nH]c3ccccc23)CC1	9	102	13	100	102	100	100	0.1	101	.	0

Sorted by count of non-hydrogen atoms (rising): 10 of the compounds above.
SMILES	GSH bead fluor	Cdc42 wt GTP	Avidin bead fluor	Rac1 mut GTP	HRas wt GTP bind	Rac1 wt GTP bind	Rab7 wt GTP bind	ABCB1 inh	Rab2 wt GTP	Pf gamet viab	ABCG2 block
CCn1cc(C(=O)c2cccs2)c2ccccc21	11	101	10	100	102	102	98	-3.9	103	.	-3
CC1CCCC(C2(O)C(=O)Nc3ccccc32)C1=O (stereo unspecified)	25	104	5	100	102	104	102	0.6	102	-11	1
Cn1ccnc1P(=S)(c1nccn1C)c1nccn1C	18	102	14	99	101	103	101	0.1	99	-5	1
CCN(CC)c1ccc(CNCCc2ccc(F)cc2)cc1	20	96	11	97	95	99	95	1.3	96	-9	3
COc1ccc(NC(=O)N2CCC3(CC2)OCCO3)cc1OC	19	100	3	99	102	103	98	-0.9	99	.	2
CCC[N+]12CCC(CC1)C(=C(c1ccccc1)c1ccccc1)C2	13	108	12	101	103	107	101	0.0	104	9	-1
O=C(COc1ccccc1)N1CCN(Cc2c[nH]c3ccccc23)CC1	9	102	13	100	102	100	100	0.1	101	.	0
Cc1cccc(OCC(=O)N2CCN(Cc3ccc4c(c3)OCO4)CC2)c1	13	97	13	94	94	92	95	-1.0	100	12	-2
Cn1c(=O)cc(OCCCC(=O)N2CCC3(CC2)OCCO3)c2ccccc21	24	101	25	99	99	103	100	0.2	101	.	9
O=c1cccc2n1CC1CC2CN(c2nc(N3CCCCC3)nc(N3CCCCC3)n2)C1 (stereo unspecified)	13	94	9	95	92	99	90	1.1	94	-16	1

Following part
SMILES	GSH bead fluor	Cdc42 wt GTP	Avidin bead fluor	Rac1 mut GTP	HRas wt GTP bind	Rac1 wt GTP bind	Rab7 wt GTP bind	ABCB1 inh	Rab2 wt GTP	Pf gamet viab	ABCG2 block
OC12Oc3ccccc3C=C1N1CCC2CC1 (stereo unspecified)	12	107	14	103	104	109	104	0.0	104	-13	0
CCOc1ccc(-n2c(O)c(C=NCCN(CC)CC)c(=O)[nH]c2=O)cc1	8	107	10	102	105	112	102	0.2	105	18	1
CN1CCN(C(=O)OC2c3nccnc3C(=O)N2c2ccc(Cl)cn2)CC1 (stereo unspecified)	20	105	8	101	103	104	99	-0.2	104	.	0
COc1ccc(CCn2c(O)c(C=NC3CC3)c(=O)[nH]c2=O)cc1OC	4	105	7	100	103	107	103	-0.2	101	.	0
Cc1nc2ccccn2c1P(=S)(N1CCCCC1)N1CCCCC1	54	99	6	99	98	102	99	0.3	97	.	1
COC(=O)C(O)(c1c(C)[nH]c2ccccc12)C(F)(F)F (stereo unspecified)	28	111	14	102	107	107	96	0.4	108	.	1
COc1ccc(OCC(=O)N2CCN(Cc3c[nH]c4ccccc34)CC2)cc1	28	103	15	101	102	108	104	-0.1	104	.	21
CC(C)c1ccc(OCC(=O)N2CCN(C)CC2)c(Br)c1	75	99	12	98	98	99	96	0.3	97	.	1
CC(=O)OC1C2CCCC1C(N1CCCC1)CC2 (stereo unspecified)	63&14	107&102	10&28	103&101	106&101	107&100	103&103	-0.2&-0.5	106&102	-6&9	1&-1
CC1CN(O)C2CCc3nonc3C12O (stereo unspecified)	10	100	18	98	101	100	101	0.0	100	.	0
CCc1ccc(-c2nn(Cc3ccccc3)cc2C=O)cc1	16	92	12	93	96	98	102	-1.1	97	-13	6
CN1C(=O)C(=Cc2ccccc2OCc2ccc(C(=O)O)cc2)C(=O)N(C)C1=O	9	98	21	97	96	95	96	-1.0	95	8	-2
CN1C(=O)c2ccccc2NC(=O)[C@]12O[C@@H]2c1ccccc1	19	97	6	97	99	100	105	0.5	100	.	2
COc1cccc(C(=O)C2CCCN(Cc3ccc4nsnc4c3)C2)c1 (stereo unspecified)	17	92	2	94	92	95	88	0.2	91	-33	0
CN1C(=O)C(Cc2c[nH]c3ccccc23)C(=O)N(C)C1=O	8	100	8	98	97	101	95	0.0	97	.	0
ON1C2CCCCC2N(O)C1c1ccccc1 (stereo unspecified)	34	105	11	103	104	109	100	0.5	101	9	5
COc1ccc(OC)c([C@@H](O)[C@H](C)NC(C)(C)C)c1	20	101	9	99	100	102	98	-0.1	99	.	0
O=c1[nH]c(=O)n(Cc2ccccc2Cl)c(O)c1C=Nc1ccc(F)cc1	12	95	11	95	92	94	88	0.6	90	-4	0
CCN1CCN(S(=O)(=O)c2ccc(Cl)nc2)CC1	12	101	23	99	103	105	99	0.8	100	.	3
O=C1CC(N2CC=C(c3ccccc3)CC2)C(=O)N1c1ccc(F)cc1 (stereo unspecified)	23	101	8	100	102	110	100	-2.7	103	.	-3
CCOC(=O)c1cc(C)sc1/N=C/C1C(=O)NC(=S)NC1=O	11	99	11	97	97	99	93	0.1	95	-16	1
O=P(NS(=O)(=O)c1ccc(Br)cc1)(Oc1ccccc1)Oc1ccccc1	31	99	7	96	99	100	100	0.3	97	11	0
COC(=O)C(C)Oc1cc(C)cc2oc(=O)c3c(c12)CCCC3 (stereo unspecified)	58	93	7	95	96	94	94	1.9	94	5	25
CCN1CCN(C(=O)Cc2c(C)n(C(=O)c3ccc(Cl)cc3)c3ccc(OC)cc23)CC1	12	100	24	99	102	103	105	1.4	101	.	2

Screens deposited in PubChem by several laboratories.

Only part of the results is shown; the hit share may differ from the screen's.
